V-ATPase pH = yeast V-ATPase proton transport regulation by pHLuorin; S. cerevisiae, pHLuorin cytosolic pH fluorescence; response, % at 10 µM; hit rate 0.37% among 350,000; AID 504577; in the data active = response mostly above about 7.3%, no sharp cut-off; inactive = mostly below about 5.4%; note: actives read high; inactives centre near 0; some compounds called inactive have numbers as strong as hits; reference of the scale not given here
RTF Ca sens inh = cardiac RTF calcium desensitization; IANBD-labeled cardiac RTF, Ca2+ fluorescence; inhibition, % at 7.15 µM; hit rate 0.12% among 340,000; AID 493244; P19429+P45379;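 active = inhibition above the mean inhibition of all tested compounds plus 3 SD, cut at about 17% in these data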;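 note: assay run at fixed EC70 calcium of 1.6 mM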
Arr AP2 block = blocks beta-arrestin peptide binding to AP2 adaptin; FITC-arrestin peptide / GST-AP2 beads, flow cytometry; AP2 beta2 appendage carries R879A mutation; inhibition, % at 10 µM; hit rate 0.31% among 340,000; AID 504490;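 active = inhibition above a set limit, near 3 SD of compounds lacking own fluorescence, cut at about 54% in these data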;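 note: plate controls were DMSO wells for no effect and 5 µM unlabelled arrestin peptide for full effect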
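System: GST-AP2 R879A glutathione beads. Medium: PBS with 0.05% Tween 20 and 0.1% BSA. Also added: FITC-arrestin peptide, 50 nM. Incubation: 12 min plus 1 h, RT. Measured by: high-throughput flow cytometry of beads, ex 488, em 535 nm. Evaluation: percent drop in bead-associated FITC signal.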
Wnt act = activates Wnt/beta-catenin signaling in a reporter cell assay | hit rate 1.2% among 300,000 | activator, plate reader | AID 743398 | activation, % at 9.35 µM; in the data active = activation above about 30%, passing the limit was not always enough;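 note: 0% = neutral control wells and 100% = positive control wells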
cardiac RTF act = increases calcium sensitivity of human cardiac regulated thin filaments | P19429+P45379 | IANBD-labeled TnC RTF fluorescence at EC20 calcium; 0% EC20 calcium, 100% full calcium | activation, % at 7.2 µM | hit rate 0.24% among 340,000 | AID 493008;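 active = activation above the mean over all tested compounds plus 3 SD, cut at about 30% in these data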;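 note: rise in fluorescence read as greater calcium sensitivity of cardiac thin filaments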
OPRM1-OPRD1 ag = agonists of human mu-delta opioid receptor heterodimerization | P35372+P41143 | cells, OPRM1-OPRD1 heterodimerization, luminescence | activation, % at 9.3 µM | hit rate 0.3% among 340,000 | AID 504326; in the data active = activation above about 18%;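 note: 0% = vehicle-treated cells and 100% = reference agonist; values of inactives mirror those of a sister screen read the other way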
Target sequence (P35372 whole entry, looked up): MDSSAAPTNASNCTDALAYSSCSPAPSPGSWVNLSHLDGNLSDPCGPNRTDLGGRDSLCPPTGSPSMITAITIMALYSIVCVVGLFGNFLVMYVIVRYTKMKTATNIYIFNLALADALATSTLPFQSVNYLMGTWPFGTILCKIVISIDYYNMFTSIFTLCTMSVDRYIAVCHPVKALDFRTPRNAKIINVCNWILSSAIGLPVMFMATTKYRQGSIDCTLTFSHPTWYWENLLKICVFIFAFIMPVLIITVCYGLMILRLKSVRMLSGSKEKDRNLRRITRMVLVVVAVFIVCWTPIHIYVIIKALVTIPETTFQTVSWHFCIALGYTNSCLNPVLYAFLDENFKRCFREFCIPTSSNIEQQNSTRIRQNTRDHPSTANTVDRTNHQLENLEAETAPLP
Target sequence (P41143 whole entry, looked up): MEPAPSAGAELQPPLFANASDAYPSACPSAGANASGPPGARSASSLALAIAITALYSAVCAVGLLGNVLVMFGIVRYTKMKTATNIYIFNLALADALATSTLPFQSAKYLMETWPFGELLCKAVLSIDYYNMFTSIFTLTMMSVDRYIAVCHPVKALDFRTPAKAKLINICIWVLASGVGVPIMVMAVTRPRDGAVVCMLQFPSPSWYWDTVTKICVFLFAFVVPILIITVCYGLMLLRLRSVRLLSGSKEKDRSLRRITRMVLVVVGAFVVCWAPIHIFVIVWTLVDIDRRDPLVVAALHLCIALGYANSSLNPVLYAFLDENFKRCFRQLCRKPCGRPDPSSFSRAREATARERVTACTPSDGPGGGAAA
Keap1-Nrf2 PPI = disrupts human Keap1 binding to Nrf2 peptide; inhibition, % at 9.4 µM; Q14145; hit rate 0.15% among 340,000; Keap1 Kelch-Nrf2 peptide fluorescence polarization, 1536-well; in the data active = inhibition above about 12%;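 note: human Keap1 Kelch domain with fluorescein labeled Nrf2 9mer peptide probe; 0% = neutral control wells and 100% = peptide positive control; higher means more block of Keap1 binding to Nrf2 peptide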
Pemphigus Ab inh = inhibitors of pemphigus antibody binding to human desmoglein-3. AID 588358. DSG3-coupled beads, scFv-anti-DSG3-GFP binding, flow cytometry; stronger effect = lower value. P32926. binding (percent of control), % at 10 µM. hit rate 0.48% among 310,000;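 active = binding more than 3 SD below its plate's average and above zero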; note: some compounds called inactive have numbers as strong as hits
LANA DNA inh = inhibitors of KSHV LANA C-terminal domain DNA binding; MBP-C-LANA/FAM-LBS DNA binding, fluorescence polarization; inhibition, % at 9 µM; hit rate 0.078% among 340,000; AID 504423;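 active = highest replicate inhibition at or above 60% at 9 µM, even if other replicates fall short; inactive = all replicates below 60% inhibition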;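 note: 0% = neutral control wells and 100% = 4 µM acridine orange control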
OPRM1-OPRD1 inv = inverse agonists of human mu-delta opioid receptor heterodimerization; P35372+P41143; cell-based MOR-DOR heterodimer luminescence, inverse agonism; inhibition, % at 9.3 µM; hit rate 0.21% among 340,000; AID 504357; in the data active = inhibition above about 22%, passing the limit was not always enough;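 note: 0% = cells with DMSO and 100% = wells without cells with DMSO; values of inactives mirror those of a sister screen read the other way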
* = called active by the depositor; . = no result given.

SMILES	V-ATPase pH	RTF Ca sens inh	Arr AP2 block	Wnt act	cardiac RTF act	OPRM1-OPRD1 ag	Keap1-Nrf2 PPI	Pemphigus Ab inh	LANA DNA inh	OPRM1-OPRD1 inv
COc1ccccc1NC(=O)c1cc(S(=O)(=O)NCc2ccccc2)ccc1F	1	-10	-3	-1	2	-0.1	-1	99	-0.6	0
Cc1c(Cl)cccc1NC(=O)c1ccc(OCC(=O)NCc2ccccc2)cc1	1	-10	17	-2	-8	0.7	-1	87	0.2	-4
CCOc1ccccc1NC(=O)Nc1ccncc1	0	-6	28	-1	-4	1.9	-2	.	1.2	-10
COc1ccccc1-n1cnc2cc(NCc3cccs3)ccc21	1	7	12	-7	-1	-2.9	-3	106	-0.5	17
COn1c(C)c(C(C)=O)c2c3nonc3ccc21	2	-10	-2	0	-3	-1.5	3	.	-2.3	6
O=C(COC(=O)COc1ccc(Br)cc1)NC1CCCCCC1	-2	-3	-13	3	-1	1.3	-1	.	0.7	-5
Cc1[nH]c2ccccc2c1/C=N/NC(=O)Cc1cccs1	-1	5	-3	-2	-1	-3.3	-1	106	0.0	18
Cc1cc(NC(=O)OC(C)C)ccc1-c1ccc(NC(=O)OC(C)C)cc1C	-3	-6	-10	3	-4	0.6	-1	90	0.5	-3
Cc1sc2ncnc(OCC(=O)Nc3ccc4c(c3)OCCO4)c2c1C	-3	-37	2	.	11	1.4	-6	100	1.0	-8
CC(=O)n1c(=O)c2ccccc2c(=O)n1-c1ccccc1	-2	-10	13	0	-3	-3.9	1	100	-0.1	18
C/C(=N\N1CCN(c2ccc(Cl)cc2)CC1)c1cccc([N+](=O)[O-])c1	-5	-18	-6	-4	-6	0.0	-1	94	0.2	0
CCC(c1nnnn1CS(=O)(=O)c1ccc(C)cc1)N1CCN(c2nc3ccccc3s2)CC1 (centres undefined)	-3	-2	0	-9	8	1.9	-9	104	-0.4	-11
COc1ccc(/C=N/NC(=O)Cc2csc(Nc3cccc(C(F)(F)F)c3)n2)c(OC)c1	-6	3	5	.	-1	1.9	-3	96	0.3	-10
CC(=O)OC(C(=O)NCc1ccc(F)cc1)c1ccccn1 (centres undefined)	4	1	-5	.	-8	-2.7	-4	103	1.0	14
COCCNC(=O)c1ccc2c(=O)n(Cc3ccco3)c(SCC(=O)Nc3ccc(OC)cc3OC)nc2c1	0	0	29	-2	-13	-2.7	0	102	-1.8	14
Cn1c(=O)cc(OCC(=O)NCc2ccccn2)c2ccccc21	-1	0	9	1	0	-5.5	0	102	-0.8	24
COc1ccc(C2C(C#N)=C(N)OC3=C2C(=O)CCC3)cc1OC (centres undefined)	1	-3	0	0	1	-1.0	-4	107	-0.5	5
Cc1ccc2cccnc2c1N	-2	-6	8	1	-5	-0.9	-2	.	-0.4	4
CC1=CCC(C(=O)N/N=C/c2cccs2)C(c2ccc(F)cc2)C1 (centres undefined)	2	-3	-3	.	1	-0.3	-6	101	-1.9	2
Cc1nc2c(ncn2-c2ccccc2)c(=O)n1NC(=O)CN1CCN(C)CC1	1	-1	-12	-1	0	-2.4	-6	104	-1.0	13
COc1ccc(-c2nc3c(n2O)CCCC3=O)cc1OC	1	-4	-2	.	-2	-2.8	-3	107	1.3	11
NS(=O)(=O)c1ccc(Nc2ccccc2)c([N+](=O)[O-])c1	-2	1	11	0	1	1.7	-5	95	-1.3	-9
Cn1c(=O)oc2cc(S(=O)(=O)N3CCCC(C(=O)NCc4ccc5c(c4)OCO5)C3)ccc21 (centres undefined)	0	-5	-11	-4	0	0.4	-1	93	-0.6	-2
Cc1cc(=O)[nH]c(-n2[nH]c3c(c2=O)CCCC3)n1	-1	-22	-12	.	10	-4.8	0	107	5.2	29
O=[N+]([O-])c1ccc(O)c(C=Nc2ccc3c(c2)OCO3)c1	3	-5	17	34*	5	0.2	4	88	-0.4	-1
COc1cc2ccccc2cc1C(=O)Nc1ccc(Cc2ccncc2)cc1	-1	-2	7	.	-3	-0.1	-1	98	-1.9	1
Cc1ccc(NC(=O)CN2C(=O)COc3ccc(C)cc32)nc1	0	-8	-7	-2	-4	-0.5	2	102	0.2	3
CC(c1ccccc1)N1CCC(CNC(=S)Nc2cccc(Cl)c2)C1 (centres undefined)	-1	-4	4	-3	-5	19*	-8	104	-2.3	-96
CC(C)(C)n1ncc2c(=O)n(CC(=O)N3CCCCCC3)cnc21	3	-14	8	.	5	-0.5	-1	99	-0.8	3
COc1cccc(-c2ncc3ccccn23)c1	1	-8	-11	4	-2	-2.0	-4	104	-1.3	10
CC(=O)OCC(=O)C1=CCC2C3CCC4=CC(=O)C=CC4(C)C3(F)C(OC(C)=O)CC12C (centres undefined)	-2	-11	0	-5	3	-2.6	-3	80	0.1	13
Cc1onc(-c2ccccc2)c1C(=O)NC(C)c1ccccc1 (centres undefined)	0	-3	40	1	3	-1.6	2	106	2.8	9
CC(C)(C)C1CCc2[nH]nc(C(=O)O)c2C1 (centres undefined)	-1	-8	-12	.	-2	0.0	0	101	6.3	0
COc1ccc(NS(=O)(=O)c2cccc(C(=O)Nc3ccccc3C(=O)O)c2)cc1	-1	-7	21	-1	-1	-0.5	1	95	2.6	2
CNCC(=O)N1CCN(c2ncc(C(F)(F)F)cc2Cl)CC1	2	1	31	1	0	-1.7	1	101	-1.5	9
CCCCCC(=O)Nc1c(-c2cccs2)c(=O)c2ccccc2n1C	13	-3	13	-3	3	-0.5	-4	92	0.7	2
NNC(=O)CSc1cccc2cccnc12	5	-1	3	-2	1	-0.4	2	102	-1.5	2
CCNc1nc(-c2cc3ccccc3o2)cs1	5	5	0	56*	-7	1.0	2	99	0.5	-7
N#CCCN1CCN(S(=O)(=O)c2ccc(S(=O)(=O)NC3CCCCC3)cc2)CC1	0	-6	3	-2	5	-2.4	-3	110	0.0	12
CCOc1ccc(S(=O)(=O)N2CCN=C2c2ccccc2)c(C)c1C	6	-2	-6	-2	-3	-1.8	-4	.	-3.3	9
O=C(CSc1n[nH]c(-c2ccccc2Cl)n1)NCc1cccc(C(=O)O)c1	-2	-12	-3	0	8	0.3	-2	107	1.2	-1
O=c1[nH]c(NCCCO)nc2c1C1(CCCC1)Cc1ccccc1-2	4	8	5	-5	-2	1.2	-1	88	0.9	-6
Cc1cc(C(=O)NNc2c(Cl)cccc2Cl)no1	1	-8	8	-1	-4	-3.3	0	116	-0.9	16
O=c1cc(C(F)(F)F)[nH]c2ccc(C(F)(F)F)cc12	2	-1	8	-3	10	6.1	-5	113	2.5	-32
O=C(c1cccc(S(=O)(=O)N2CCOCC2)c1)N1CCC(Cc2ccccc2)CC1	3	-3	-5	-3	-4	-2.5	-1	92	1.6	10
O=C(O)c1ccc2c(c1)C(=O)/C(=C/c1ccccc1)C2=O	-1	-13	3	-1	0	-1.1	2	101	19	5
Cc1nc2c(cc1NC(=O)C(C)(C)C)nc(C)n2Cc1ccccc1	3	-11	-1	-2	-6	-2.1	-1	99	-1.7	10
CSc1ccc(NS(=O)(=O)c2ccc(-n3cnnn3)cc2)cc1	-6	-3	35	-1	-2	-1.0	6	.	-0.2	5
CCOc1ccc(Oc2ccccc2NC(=O)CSCC(=O)Nc2cc(C)on2)cc1	-1	4	-8	-10	0	1.5	2	100	-1.9	-9
O=C(Nc1ccccc1C(=O)Nc1ccc(Br)cn1)c1cccc([N+](=O)[O-])c1	1	1	-7	-4	-2	-0.8	-1	116	1.7	4

Entries of single compounds, looked up by structure. Values in the order: V-ATPase pH, RTF Ca sens inh, Arr AP2 block, Wnt act, cardiac RTF act, OPRM1-OPRD1 ag, Keap1-Nrf2 PPI, Pemphigus Ab inh, LANA DNA inh, OPRM1-OPRD1 inv
Cc1cc(=O)[nH]c(-n2[nH]c3c(c2=O)CCCC3)n1 is entered as -1, -22, -12, ., 10, -4.8, 0, 107, 5.2, 29
CC(c1ccccc1)N1CCC(CNC(=S)Nc2cccc(Cl)c2)C1 (centres undefined) is entered as -1, -4, 4, -3, -5, 19*, -8, 104, -2.3, -96

Pulled by structure from above:
SMILES	V-ATPase pH	RTF Ca sens inh	Arr AP2 block	Wnt act	cardiac RTF act	OPRM1-OPRD1 ag	Keap1-Nrf2 PPI	Pemphigus Ab inh	LANA DNA inh	OPRM1-OPRD1 inv
COc1ccc(C2C(C#N)=C(N)OC3=C2C(=O)CCC3)cc1OC (centres undefined)	1	-3	0	0	1	-1.0	-4	107	-0.5	5
CC(=O)n1c(=O)c2ccccc2c(=O)n1-c1ccccc1	-2	-10	13	0	-3	-3.9	1	100	-0.1	18
O=C(COC(=O)COc1ccc(Br)cc1)NC1CCCCCC1	-2	-3	-13	3	-1	1.3	-1	.	0.7	-5

Continued.
SMILES	V-ATPase pH	RTF Ca sens inh	Arr AP2 block	Wnt act	cardiac RTF act	OPRM1-OPRD1 ag	Keap1-Nrf2 PPI	Pemphigus Ab inh	LANA DNA inh	OPRM1-OPRD1 inv
CC(C)NC(=O)c1onc(CSc2nc3ccccc3[nH]2)c1C(=O)NC(C)C	8	-30	-3	-3	2	-1.5	6	102	-2.9	9
Cc1ccc(NC(=O)N(O)C2CCCCC2C#N)cc1 (centres undefined)	2	-6	-4	-2	-3	-2.3	2	101	-0.9	10
CC1=CC(C)(C)N(C(=O)C(C)N2C(=O)c3ccccc3C2=O)c2ccc(C)cc21 (centres undefined)	1	1	18	.	0	6.7	3	101	-1.6	-36
Cc1nc(SC(C)C(=O)NC2CCCC2)c2ccccc2n1 (centres undefined)	2	-3	-6	0	-4	-4.1	-4	79	-1.5	18
O=S(=O)(NCC(c1cccnc1)N1CCN(Cc2ccccc2)CC1)c1cc(F)ccc1F (centres undefined)	-1	2	-2	-3	2	-2.7	-1	97	-1.2	15
Cc1ccc(CNc2nc(N)c([N+](=O)[O-])c(Nc3cccc(F)c3)n2)cc1	5	-4	2	.	-3	1.2	1	.	0.4	-6
Cc1nn(-c2nc3ccccc3[nH]2)c(=O)c2ccccc12	1	-17	-5	-7	-4	0.2	0	100	-1.3	-1

3 entries from above, with two lines to a compound:
Each structure is followed by: V-ATPase pH	RTF Ca sens inh	Arr AP2 block	Wnt act	cardiac RTF act	OPRM1-OPRD1 ag	Keap1-Nrf2 PPI	Pemphigus Ab inh	LANA DNA inh	OPRM1-OPRD1 inv
CC(C)NC(=O)c1onc(CSc2nc3ccccc3[nH]2)c1C(=O)NC(C)C
 : 8	-30	-3	-3	2	-1.5	6	102	-2.9	9
Cc1ccc(CNc2nc(N)c([N+](=O)[O-])c(Nc3cccc(F)c3)n2)cc1
 : 5	-4	2	.	-3	1.2	1	.	0.4	-6
Cc1ccc(NC(=O)N(O)C2CCCCC2C#N)cc1 (centres undefined)
 : 2	-6	-4	-2	-3	-2.3	2	101	-0.9	10

Some of these compounds in order of their number in Arr AP2 block, lowest first.
SMILES | Arr AP2 block
Cc1nn(-c2nc3ccccc3[nH]2)c(=O)c2ccccc12 | -5
O=S(=O)(NCC(c1cccnc1)N1CCN(Cc2ccccc2)CC1)c1cc(F)ccc1F (centres undefined) | -2
Cc1ccc(CNc2nc(N)c([N+](=O)[O-])c(Nc3cccc(F)c3)n2)cc1 | 2

Compound activity: PubChem BioAssay, several laboratories
